Source: PubChem BioAssay (National Center for Advancing Translational Sciences (NCATS))
MmCpn inh = Inhibitors of TCP-1 ring complex (TRiC) of Methanococcus maripaludis (MmCpn): qHTS. Chaperonin Mm-Cpn (Methanococcus maripaludis). purified Mm-Cpn ATPase, ADP Transcreener TR-FRET. Potency, µM (top dose mostly 76.9 µM), for inactives: top-dose activity, negative = inhibition, usual class: inhibitors. 0.031% of 330,000 active. AID 504842, 2011; note: potency is the fitted concentration of half-maximal effect; % is set by controls: 0 for no effect and ±100 for the full control effect; nearly all actives have a fitted effect of over 80% in size
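ATPase turnover read by TR-FRET ADP competition (Eu cryptate antibody/ADP-d2, 665/590 nm): 10uM ATP final, 25nM Mm-CPN final, 30 min 37degC after 10-min compound preincubation, pH 7.4 Tris/KCl/MgCl2/DTT buffer.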
Akt phos inh = HTS Assay for Inhibitors of Akt Phophorylation: Primary Screen; Neuro2A IGF-stimulated pAkt S473 HTRF, 20 min; active compounds read low; activity change, % for hits at 50 µM; 0.32% of 360,000 active; AID 651550, 2012; in the data active = activity change below about -80%; inconclusive = mostly about -51% to -80%; note: % is set by controls: 0 for no effect and ±100 for the full control effect
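Neuro2A cells (4,500/well, DMEM with 0.5% FBS) were treated with compound at a single 50 µM final concentration, stimulated with 6 nM IGF for 20 min at 37 °C, and lysed. Phospho-Akt Ser473 was read by HTRF as 665/615 ratio ×10^4.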
Nrf2 activator = qHTS of Nrf2 Activators; AREc32 ARE-luciferase reporter (MCF7-derived line), luminescence, 24 h; Potency, µM (doses to about 46.1 µM), for inactives: at the top dose activation, usual class: activators; 0.31% of 410,000 active; note: potency is the fitted concentration of half-maximal effect; % of control where 0% means no effect; nearly all actives have a fitted effect of over 65% in size
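For detection, Steady-Glo was added and plates sat 30 min at RT; before that, AREc32_Fluc cells grown overnight in OPTI-MEM/5% FBS had been treated with 23 nL compound for 24 hr at 37 deg C.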
HepG2 viability = qHTS for Inhibitors of TGF-b: Cytotox Counterscreen | HepG2 CAGA-GFP viability, ATP luminescence, 18 h | Potency, µM (top dose mostly 46.1 µM), for inactives: at the highest dose activity change, negative = cytotoxicity, hits mostly cytotoxic | 0.76% of 410,000 active | AID 588856, 2011; note: potency is the fitted concentration of half-maximal effect; some results filed as inactive show a strong effect at the top dose
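CellTiter-Glo luminescence gave cytotoxicity after 18 hours at 37 degrees C. The cells were HepG2 CAGA-GFP in 1% FBS DMEM, stimulated with 500 pg/mL TGF-beta after compound addition. %Activity was normalised to no-cell wells (complete cell-killing) and DMSO (no toxicity), and curves were fitted and classified.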
A549 viability = Nrf2 qHTS screen for inhibitors: counterscreen for cytotoxicity | A549 ARE-Fluc cells, CellTiter-Fluor viability, 18-24 h | Potency, µM (doses to about 46 µM), for the others: at the top dose activity change, negative = cytotoxicity, usual class: inhibitors | 0.16% of 390,000 active | AID 504648, 2011; note: potency is the fitted concentration of half-maximal effect; % is set by controls: 0 for no effect and ±100 for the full control effect
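Cytotoxicity counterscreen: CellTiter-Fluor fluorescence was measured in A549 ARE_Fluc cells after 18-24 h of compound exposure in a concentration series. The subsequent BugLite luminescent read reports ARE-luciferase activity.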
Abeta yeast res = qHTS for compounds that reverse cellular toxicity of Amyloid beta (A-beta) peptide in yeast: Primary Screen. yeast expressing A-beta42, growth rescue, OD600, 48 h; response scale: 0% DMSO, 100% iron-clioquinol control. Potency, µM (highest dose often 46.1 µM), without a hit: at the highest dose growth rescue, hits mostly activators. 0.063% of 410,000 active. AID 1347071, 2019; note: potency is the fitted concentration of half-maximal effect; nearly all actives have a fitted effect of over 55% in size
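Growth rescue measured by 600 nm absorbance after 48 h yeast culture at 30 C with compound. Values normalized between DMSO and an equimolar ferric chloride plus clioquinol control.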
CCT chaperon mod = High-Throughput Screening for Modulators of Cytosolic Chaperonin Activity. purified chaperonin ATPase assay, HTRF ADP detection, 30 min. 0.3% of 360,000 active. AID 651819, 2012. activity change, % (concentration not given with the values), hits read low; in the data active = activity change below about -30%; note: % is set by controls: 0 for no effect and ±100 for the full control effect
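Enzyme 40 or 20 nM (batch-dependent) in Tris pH 7.4/KCl/MgCl2/DTT; cpd 76 uM single point; ATP 10 uM; 30 min 37 °C; Transcreener ADP HTRF detection, 30 min RT; ratio 665/615.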
TGFb inhibitor = qHTS for Inhibitors of TGF-b; 1.2% of 410,000 active; HepG2 CAGA-GFP TGF-b/SMAD3 reporter, GFP fluorescence, 18 h; TGF-beta stimulated, 500 pg/mL final; Potency, µM (highest dose often 46.1 µM), without a hit: at the top dose activity, negative = inhibition, most hits filed as inhibitors; note: potency is the fitted concentration of half-maximal effect; % is set by controls: 0 for no effect and ±100 for the full control effect; nearly all actives have a fitted effect of over 65% in size
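Inhibition of TGF-beta-driven CAGA-GFP reporter expression in HEPG2 cells is measured by cellular GFP fluorescence after 18 h stimulation with 500 pg/mL recombinant TGF-beta in 1% FBS medium at 37 degrees C.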
Nrf2 block = Nrf2 qHTS screen for inhibitors; AID 504444, 2011; A549 ARE-Fluc reporter, luciferase luminescence, 18-24 h; 2.1% of 360,000 active; Potency, µM (series often up to 46 µM), without a hit: top-dose activity change, negative = inhibition, most hits filed as inhibitors; note: potency is the fitted concentration of half-maximal effect; % is set by controls: 0 for no effect and ±100 for the full control effect; nearly all actives have a fitted effect of over 60% in size
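Two sequential reads on A549 ARE_Fluc cells exposed to compound for 18-24 h: a CellTiter-Fluor fluorescence read for viability, then a luciferase luminescence read for Nrf2/ARE activity.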
An asterisk follows results filed as active; i = inactive; ? = inconclusive; nt = not tested or not shown; [ ] = another dose, or the depositor's remark. Unless noted, calls come from the whole dose curve; as a rule, active = well fitted curve in the direction sought with a large enough effect; inconclusive = small, poorly fitted or top-dose-only effect, or another doubt; inactive = no such curve, though single readings can be large; an effect the other way counts as inactive or inconclusive. Rows are unselected. Share with any hit: about 4.3%.

SMILES | MmCpn inh | Akt phos inh | Nrf2 activator | HepG2 viability | A549 viability | Abeta yeast res | CCT chaperon mod | TGFb inhibitor | Nrf2 block
Cc1ccc(Cl)cc1N1CCN(C(=O)CCS(=O)(=O)c2ccc3c(c2)NC(=O)CO3)CC1 | -0.5% | i | -0.6% | 0.3% | -14.3% | 10.9% | 0.2 | -19.6% | 16.4µM*
O=C(COC(=O)Cc1ccccc1F)NCCNC(=O)COC(=O)Cc1ccccc1F | -0.3% | i | -0.6% | 14.1% | 5.7% | 4.7% | -2.3 | 19.8% | 9.8%
Cc1nnc(SCC(=O)Nc2sccc2C#N)s1 | -2.4% | i | 12.6% | 2.4% | 14.5% | 18.0% | 0.6 | 11.6% | 21.3%
CC(C)(C)CC(=O)Nc1cc2c3c(c1)CCC(=O)N3CCC2 | -0.8% | i | 0.6% | -2.9% | 1.5% | -2.2% | -2.3 | -10.4% | ?
CCN(CC)c1cc(C)c2cc(NC(=O)c3cccc(F)c3)ccc2n1 | nt | nt | 8.0% | -42.2% | -11.6% | -2.2% | nt | -11.9% | -15.1%[9.27 µM]
O=C(Cn1c(=O)n(Cc2ccccc2)c(=O)c2sc3ccccc3c21)Nc1ccccc1F | nt | nt | -0.9% | -28.3% | 1.5% | -5.2% | nt | 0.0% | -7.7%
COc1ccccc1N1CCN(C(=O)CCc2nnc3n(C)c(=O)c4sccc4n23)CC1 | nt | nt | -0.3% | -13.1% | 18.9% | -4.8% | nt | -26.5% | -1.6%
CCN(CC)c1ccc(/C=C2\C(=O)N(c3nnc(C)c(=O)[nH]3)N=C2C)cc1 | 1.6% | i | ? | -54.8% | 2.0% | 11.2% | -0.7 | ? | ?
CC(OC(=O)CCCSc1nc2ccccc2s1)C(=O)NC(N)=O (centres undefined) | 0.4% | i | -1.3% | 3.8% | 5.2% | -9.4% | -5.2 | -4.8% | 16.4µM*
COc1ccc(N2CC(C(=O)N(C)CC(=O)Nc3ccc(Cl)c(C(F)(F)F)c3)CC2=O)c(OC)c1 (centres undefined) | -0.3% | i | 4.6% | -30.0% | -14.0% | -2.8% | -2.6 | -22.8% | ?
CCOc1ccc(C(=O)/C=C/Nc2ccc(S(=O)(=O)Nc3cc(C)nc(C)n3)cc2)cc1 | -15.2% | i | 0.8% | 7.3% | -6.0% | -10.9% | -1.3 | 6.9% | 1.0%
COc1cc(C(=O)N/N=C/c2cn(Cc3cccc(F)c3)c3ccccc23)ccc1O | -1.2% | i | 6.3% | 0.0% | -5.1% | 10.5% | -1.7 | ? | -15.5%
CC(C)(C)C1=CC(=O)C(N2CCOCC2)=CC1=O | -0.2% | i | -1.8% | -1.3% | 2.4% | -0.6% | 0.4 | 1.1% | 0.3%
COc1ccc(N2CC(C)Cn3c2nc2c3c(=O)n(CCc3ccccc3)c(=O)n2C)cc1 (centres undefined) | 1.9% | i | 0.7% | -16.3% | -18.2% | 16.4% | 0.4 | -7.2% | -10.1%
Cc1ccc(S(=O)(=O)N(C)C)cc1NC(=O)COC(=O)c1n[nH]c(=O)c2ccccc12 | -2.7% | i | 3.0% | 12.4% | -0.3% | 16.7% | 2.1 | 3.5% | 0.5%
CCOc1cc(NC(=S)NCCCN(C)C)c(OCC)cc1NC(=O)c1cccs1 | -0.1% | i | 2.6% | -7.7% | -1.3% | 25.3% | -1.2 | 15.6% | -14.7%
c1ccc(-c2cn(-c3ccccc3)c3[n+]2CCCS3)cc1 | 0.2% | i | 0.2% | 5.9% | -9.6% | -5.2% | -2.7 | -3.2% | 9.2µM*
Cn1nnnc1SC(C(=O)Nc1cccc(C(F)(F)F)c1)c1ccccc1 (centres undefined) | -3.5% | i | 0.8% | -3.6% | 8.9% | -11.5% | 0.3 | 11.2µM* | -1.9%
Cc1ccc(N(Cc2cc(=O)[nH]c3ccccc23)C(=O)C(C)C)c(C)c1 | -11.0% | i | 4.0% | -18.1% | -1.6% | -12.5% | 2.2 | -9.6% | ?
CC(C)(C)OC(=O)NCCCC[C@H](NC(=O)c1nc[nH]c1C(=O)NCc1ccc(CNC(=O)OC(C)(C)C)cc1)C(=O)OC(C)(C)C | 2.0% | i | 1.7% | -14.1% | 0.6% | -6.0% | 0.4 | ? | ?
COc1ccc(/C=N/N2CCOCC2)cc1COc1ccc(Cl)cc1 | 0.9% | i | 8.1% | -27.8% | 2.1% | -6.7% | -3.4 | 2.3% | -19.9%
CC(OC(=O)CN1C(=O)NC2(CCCC2)C1=O)c1ccc(F)cc1 (centres undefined) | 0.9% | i | -0.4% | -39.2% | 1.7% | 33.0% | 0.6 | -6.6% | 1.3%
OC(Cc1ccccc1Br)c1ncc(-c2ccc(Cl)cc2)[nH]1 (centres undefined) | nt | i | -0.8% | -43.5% | nt | 10.5% | 0.3 | ? | nt
Cc1nn(-c2ccccc2)c2c1C(c1ccc(O)c(O)c1)N1C(=N2)C(Nc2ccccc2)=Nc2ccccc21 (centres undefined) | 0.0% | i | 0.5% | 3.4% | -7.5% | 3.2% | -2.1 | ? | -2.2%
Cc1nc2ccccn2c1C(=O)NNS(=O)(=O)c1ccc(Cl)cc1 | 2.1% | i | -0.4% | -17.7% | 3.9% | -24.2% | -3.3 | 3.0% | -25.6%

Remaining list, next part:
SMILES | MmCpn inh | Akt phos inh | Nrf2 activator | HepG2 viability | A549 viability | Abeta yeast res | CCT chaperon mod | TGFb inhibitor | Nrf2 block
COc1ccc(S(=O)(=O)N2CCCCC2)cc1NC(=O)CSc1ncccn1 | 0.8% | i | 0.6% | -14.6% | 1.2% | 8.1% | 0.8 | -0.9% | -13.0%
Cc1ccc(CCNC(=O)c2cn(C)c3ccc(S(=O)(=O)N(C)C4CCCCC4)cc3c2=O)cc1 | nt | nt | 0.1% | 1.5% | -0.7% | 4.6% | nt | -4.5% | -2.2%
O=C(/C=C/[C@H]1O[C@@H](n2cnc3c(NC(=O)c4ccccc4)ncnc32)[C@H](O)[C@@H]1O)NCCCN1CCCC1=O | nt | i | -0.5% | -7.1% | nt | -12.6% | -1.9 | -8.9% | nt
COc1ccc(CNC(=O)/C=C/c2ccccc2[N+](=O)[O-])cc1 | -1.5% | i | 3.2% | 0.8% | -8.4% | -17.6% | -7.0 | 0.2% | 0.0%
COc1ccccc1N1CCN(C(=O)c2cn(C)c3ccc(S(=O)(=O)N(C)C4CCCCC4)cc3c2=O)CC1 | nt | nt | -1.2% | 9.8% | -0.3% | -5.5% | nt | 7.7% | 5.3%
COc1ccc(S(=O)(=O)N2CCN(C(=O)CCSc3ccccc3)CC2)cc1 | -1.8% | i | -0.4% | -13.8% | 1.7% | -11.4% | 1.3 | ? | ?
CNc1ccccc1C(=O)OCC(C)=O | 1.3% | i | -1.0% | 7.3% | 1.2% | -0.3% | 0.9 | -2.1% | 23.3%
O=S(=O)(c1ccccc1)c1cc(O)ccc1O | ? | i | ? | 2.8% | 2.3% | -11.0% | -17.2 | -5.0% | -1.2%
O=C(COC(=O)Cn1cnc2ccccc21)Nc1cccc([N+](=O)[O-])c1 | -2.7% | i | 0.1% | 1.3% | -0.5% | -0.2% | 1.8 | 2.3% | -0.4%
Cc1cc(-c2ccc(C)c(S(=O)(=O)NC(c3cccs3)C(C)C)c2)on1 (centres undefined) | nt | nt | 3.4% | -6.4% | 0.0% | -12.2% | nt | ? | ?
O=C(CCS(=O)(=O)c1ccc(Cl)cc1)Nc1ccccc1Br | 0.2% | i | -1.2% | 8.3% | -3.1% | -16.3% | 0.6 | 9.5% | 4.4%
Cc1nc(N)nc(SCc2ccc([N+](=O)[O-])cc2)c1N | -0.7% | i | 5.0% | -5.7% | 0.4% | -12.7% | -0.1 | -14.2% | -3.3%
O=C(NCCCc1ccccc1)C1CCN(S(=O)(=O)c2ccc(F)cc2)CC1 | -29.6% | i | 1.6% | 0.3% | -3.4% | -14.3% | 0.1 | -1.1% | -28.2%
O=C(c1cccc(-c2cncc3nccn23)c1)N1CCOCC1 | nt | i | 0.1%[9.22 µM] | -4.2% | nt | 3.5% | -0.1 | 5.6% | nt
CCC(C)C(=O)Nc1ccc(S(=O)(=O)Nc2nccs2)cc1 (centres undefined) | -0.4% | i | 0.1% | -10.7% | -4.0% | -1.6% | -4.5 | 0.7% | 10.0%
O=C(CSc1cccc[n+]1[O-])NC1CCCCC1 | -0.1% | i | 0.2% | -17.9% | 7.5% | -5.2% | -3.1 | -5.2% | -1.8%
CCOC(=O)c1c(C)c(C(=O)N2CCCCCC2)c(C)n1CC | -3.2% | i | 0.3% | -7.6% | 0.1% | 3.5% | 1.0 | -2.2% | nt
COc1ccc(/C=N/NC(=O)c2cc(-c3ccc(C)cc3C)nc3ccccc23)cc1COC(C)=O | -0.8% | -88.6%* | 1.7% | 10.4% | 11.4% | 12.2%[9.22 µM] | 0.6 | -2.7% | nt
CNc1ccn(C2CCCO2)c(=O)n1 (centres undefined) | -0.9% | i | -0.2% | -13.8% | -3.8% | 7.1% | -0.9 | 14.6% | -0.9%
C=CCC[C@@H](Cc1ccc(F)cc1)C(=O)OCCNC(=O)[C@@H](CC=C)CC(=O)N[C@H](CO)Cc1ccccc1 | 2.7% | i | 0.4% | -7.3% | -8.6% | 13.3% | -0.8 | -10.1% | -19.3%
